NCF1 inh: p47phox (human) inhibition; P14598; p47phox/p22phox peptide binding, fluorescence polarization, 2 h; inhibition, % at 24.7 µM; 220,000 tested, 0.53% active;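 active = inhibition above about 30%, limit read from the data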;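 also: 0% = p47phox with labelled peptide and 100% = labelled peptide alone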
Ba/F3 V617F tox: reduce viability of Ba/F3 cells dependent on JAK2V617F; Ba/F3 EpoR-JAK2V617F viability, ATP luminescence; inhibition, % at 5.6 µM; 220,000 tested, 1.1% active;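 active = inhibition above the campaign mean plus 3 SD over all tested compounds, cut at about 24% in these data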;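 also: cytokine-independent growth of Ba/F3 cells driven by EpoR plus mutant JAK2; 0% = DMSO-treated cells and 100% = JAK inhibitor I control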
NPY2 pot ag: human NPY-Y2 potentiation or agonism, primary screen. cells expressing NPY-Y2, potentiator/agonist read-out. activation, % at 3.6 µM. 220,000 tested, 0.45% active. AID 1359; in the data active = activation above about 27%;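 also: cells stimulated with NPY near EC25 plus isoproterenol at EC100; 0% = vehicle plus submaximal agonist and 100% = vehicle plus saturating agonist; some results beyond the cut were filed as inactive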
NPY-Y1 PAM-ag: human NPY-Y1 potentiation or agonism, primary screen | activation, % at 3.6 µM | NPY-Y1 expressing cells, potentiator/agonist activation | AID 1304 | P25929 | 220,000 tested, 0.37% active; in the data active = activation above about 33%, passing the limit was not always enough;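 also: cells stimulated with NPY at EC10 then isoproterenol at EC100; 0% = low agonist plus stimulus and 100% = saturating agonist plus stimulus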
Target sequence (P25929 whole entry, looked up): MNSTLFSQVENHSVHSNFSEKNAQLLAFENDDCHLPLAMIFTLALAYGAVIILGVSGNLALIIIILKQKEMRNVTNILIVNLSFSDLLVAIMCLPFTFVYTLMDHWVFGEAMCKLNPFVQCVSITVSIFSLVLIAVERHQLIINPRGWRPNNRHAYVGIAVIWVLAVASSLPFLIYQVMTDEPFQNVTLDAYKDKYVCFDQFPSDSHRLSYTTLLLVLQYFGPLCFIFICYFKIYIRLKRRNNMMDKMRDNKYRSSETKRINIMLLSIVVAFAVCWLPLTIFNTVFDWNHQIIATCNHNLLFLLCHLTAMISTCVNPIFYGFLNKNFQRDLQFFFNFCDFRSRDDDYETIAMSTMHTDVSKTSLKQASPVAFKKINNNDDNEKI
BaF3 parental: parental Ba/F3 viability inhibition as JAK2V617F counter-screen | AID 1486 | inhibition, % at 5.6 µM | 220,000 tested, 1.1% active | CellTiter-Glo ATP luminescence;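 active = inhibition above a per-campaign cutoff, the mean inhibition of all tested compounds plus 3 SD, cut at about 27% in these data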;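 also: 0% = DMSO wells and 100% = JAK Inhibitor I control wells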
CHOP inhibitor: inhibitors of CHOP induction in ER stress response; CHO-K1 CHOP-promoter luciferase, tunicamycin-induced, 15-18 h; 220,000 tested, 3.8% active; inhibition, % at 10 µM;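 active = compounds that reduced the stress-induced luciferase reporter signal by more than about 70% of percent inhibition, limit read from the data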;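 also: 0% = tunicamycin plus vehicle and 100% = wells without tunicamycin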
NPY-Y1 antag: blocks the human neuropeptide Y Y1 receptor; HEK293-CNG Y1 cells, membrane potential fluorescence; NPY at EC95, then isoproterenol; 200,000 tested, 1% active; inhibition, % at 3.6 µM;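 active = inhibition above the campaign mean inhibition of all tested compounds plus 3 SD, cut at about 20% in these data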;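 also: 0% = DMSO wells given NPY plus isoproterenol and 100% = isoproterenol alone without NPY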
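Material: HEK293 cells with Y1 receptor plus CNG channel; times: compound incubation 1 h at room temperature, readout 45 min post-stimulation; signal: fluorescence, membrane potential probe; read-out basis: fluorescence ratio normalized to % inhibition between controls; benchmarks: full-block control isoproterenol-only wells, zero-block control NPY plus isoproterenol wells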
S1P4 ag: agonists of human S1P4 receptor; O95977; S1P4-expressing cell line, agonist reporter assay; activation, % at 4.98 µM; 220,000 tested, 0.35% active; in the data active = activation above about 11%;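 also: 0% = DMSO vehicle and 100% = reference agonist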
Target sequence (O95977 whole entry, looked up): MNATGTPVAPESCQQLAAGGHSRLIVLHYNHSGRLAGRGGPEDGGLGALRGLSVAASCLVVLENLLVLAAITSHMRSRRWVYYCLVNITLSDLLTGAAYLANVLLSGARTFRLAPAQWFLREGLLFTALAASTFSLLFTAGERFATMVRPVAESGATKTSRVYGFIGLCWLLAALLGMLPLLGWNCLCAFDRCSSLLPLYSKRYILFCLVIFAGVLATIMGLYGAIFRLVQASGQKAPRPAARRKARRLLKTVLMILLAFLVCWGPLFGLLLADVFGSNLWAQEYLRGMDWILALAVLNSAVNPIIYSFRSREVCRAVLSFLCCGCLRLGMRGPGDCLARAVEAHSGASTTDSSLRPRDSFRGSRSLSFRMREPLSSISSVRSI
S1P4 antagonist: human S1P4 receptor antagonism | O95977 | S1P4-expressing cells, antagonist mode, reporter read-out | inhibition, % at 4.98 µM | 220,000 tested, 0.26% active | AID 1510; in the data active = inhibition above about 29%;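 also: 0% = wells stimulated with agonist and 100% = vehicle wells without agonist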
Starred values were filed as active, the others as inactive; · = no result given.

entry	Molecule	S1P4 ag	S1P4 antagonist	NCF1 inh	NPY-Y1 antag	CHOP inhibitor	BaF3 parental	Ba/F3 V617F tox	NPY-Y1 PAM-ag	NPY2 pot ag
1	COC(=O)/C=C1\SC(=Nc2ccccc2)NC1=O	-1.6	-2	-2	1	7	3	2	12	4
2	CCN(c1ccc(OC)cc1)c1ncnc2nc[nH]c12	0.1	-18	-5	1	50	4	-4	14	9
3	CCCn1c(/C=C/c2ccco2)nc2ccccc21	2.6	-1	-74	-2	-15	0	-5	-1	-19
4	COc1cccc(N2CCN(c3c(C#N)c(C(F)(F)F)nn3C)CC2)c1	4.3	-21	-13	2	29	7	4	4	5
5	CCN(CC)C(=O)C1CCCN(c2ccc([N+](=O)[O-])cc2/C=N/NC(=O)c2cccc(O)c2)C1 (centres undefined)	-3.1	2	-4	-1	10	7	8	-3	-28
6	c1ccc2c(c1)CCN(Cc1nnnn1Cc1ccc3c(c1)OCO3)C2	-0.2	-6	-6	2	28	7	2	-2	13
7	O=C(COc1ccc2ccccc2c1Br)NCc1ccccn1	-0.2	-16	-11	2	-5	-3	-2	10	3
8	O=C(CN(C(=O)CCC(=O)Nc1nccs1)c1ccc2c(c1)OCO2)NCC1CCCO1 (centres undefined)	0.7	-13	-10	3	-9	4	3	12	-2
9	CCNC(=O)C1CCN(S(=O)(=O)c2ccc(F)cc2)CC1	1.9	-12	-2	2	9	5	-1	13	9
10	COc1ccc2c(C)cc(SCC(=O)Nc3cc(C(N)=O)cc(C(N)=O)c3)nc2c1	1.9	-8	-51	·	-6	4	-2	1	-1
11	CCOc1ccccc1C1C2CCCCC2(O)CCN1C(=O)c1cccs1 (centres undefined)	0.2	-2	-6	3	10	4	1	-10	5
12	O=C(CNCc1ccc(Cl)cc1)NCc1ccco1	1.0	-10	-2	-1	18	3	-1	0	-1
13	CC(CC(=O)O)CC(=O)Nc1cccc([N+](=O)[O-])c1 (centres undefined)	-1.8	13	2	3	24	-2	0	8	-5
14	O=C(CNC(=O)c1cccs1)N/N=C/c1c[nH]c2ccccc12	0.1	-2	-6	-4	-15	1	-2	3	-2
15	COc1ccc(/C(C)=N\NS(=O)(=O)c2ccccc2)cc1OC	-1.2	-12	-5	6	27	2	-2	7	7
16	Cn1ccc(C(=O)N2CCCc3ccccc32)n1	-2.0	-1	-5	0	10	2	1	1	-15
17	S=C1COC(c2ccccc2)N1c1ccccc1 (centres undefined)	-0.2	-18	-14	-4	-17	2	-2	4	-4
18	CCc1nnc(N/N=C/c2ccccc2Cl)n1N	-1.5	40*	-19	5	-1	24	25*	-5	-12
19	O=C(CSCc1nc2c(nnn2Cc2ccc(F)cc2)c(=O)[nH]1)Nc1c(Cl)cc(Cl)cc1Cl	2.0	-15	-7	0	34	3	-2	9	-4
20	CCCCNC(=S)NNC(=O)c1sccc1C	1.6	-7	-11	6	1	1	-6	-8	9
21	Cc1ccc(C)c(NC(=O)C2CCC(C)(C(=O)O)C2(C)C)c1 (centres undefined)	0.9	-10	7	-5	7	1	1	-13	-5
22	Cc1ccccc1N=C1c2cc([N+](=O)[O-])ccc2-c2ncccc21	1.1	-14	2	4	29	3	0	3	-1
23	Cc1ncsc1CCC(=O)N1CCCC(C(=O)c2cccc(Cl)c2)C1 (centres undefined)	1.3	-20	-3	2	5	4	4	-1	-7
24	CCCOc1ccc(C(=O)OCC(=O)c2c(N)n(C)c(=O)n(C)c2=O)cc1OC	-1.5	-6	-7	-2	-4	5	-1	6	5
25	C=CCn1c(C(C)NC(=O)COC)nc2ccccc21 (centres undefined)	0.1	-3	-8	-5	11	1	1	-6	-2
26	CCN(CC)C(=O)CN1C(=O)C2(NC(=O)c3ccccc3N2)c2ccccc21 (centres undefined)	-0.5	0	-4	-1	42	0	-4	12	5
27	Cc1cc(C)c2[nH]c(=O)c(CN(Cc3ccc4c(c3)OCO4)Cc3nnnn3C3CCCC3)cc2c1	1.1	-7	-7	10	57	7	1	-12	-4
28	NCC(O)COc1ccc2c(c1)OCO2 (centres undefined)	-2.0	-9	-1	5	43	5	6	2	-8
29	CC(C)(C)C(=O)Nc1cc(C(F)(F)F)ccc1N1CCOCC1	-0.2	-7	-3	5	22	2	-4	2	-8
30	N#CC1C(C#N)N2CCCN2C1c1ccc(Br)cc1 (centres undefined)	1.3	2	-9	·	12	6	-2	1	13

Next section.
entry	Molecule	S1P4 ag	S1P4 antagonist	NCF1 inh	NPY-Y1 antag	CHOP inhibitor	BaF3 parental	Ba/F3 V617F tox	NPY-Y1 PAM-ag	NPY2 pot ag
31	CS(=O)(=O)N1CCN(c2ccccc2NC(=O)Cc2ccccc2)CC1	-2.0	-10	-8	7	19	3	-4	-22	-3
32	O=C(c1cccnc1)N1CCN(Cc2cccc(Br)c2)CC1	0.1	-6	-8	6	40	6	-1	17	-3
33	O=c1[nH]nc(Cc2ccc3ccccc3n2)c2ccccc12	3.9	-6	-5	6	14	5	-2	8	-4
34	COc1ccc(-n2c(C)nn(CCOc3ccccc3)c2=O)cc1	-0.7	-7	15	-1	3	0	-1	8	11
35	COc1ccc(CCNC(=S)NCCc2c[nH]c3ccccc23)cc1	-2.3	9	3	-3	21	-2	-5	2	14
36	COc1ccccc1CN(Cc1cc2c(C)ccc(C)c2[nH]c1=O)Cc1nnnn1Cc1ccco1	-4.1	6	-15	7	55	4	0	-14	-3
37	COc1ccccc1-n1c(SCC(=O)Nc2ccc(Br)cc2)nc(O)cc1=O	0.7	-10	-95	·	5	2	0	2	17
38	CCOC(=O)C1=C(C)Nc2ccccc2N=C1NC(=O)C(CC)c1ccccc1 (centres undefined)	-0.7	-17	-12	5	16	5	-1	4	-8
39	O=S(=O)([N-]c1nc2ccccc2nc1-[n+]1ccccc1)c1ccccc1	-1.0	3	-7	4	-14	3	-2	12	6
40	CCOC(=O)C1=C(C)N(c2ccccc2)C(=O)/C1=C\c1ccco1	1.9	-13	-6	1	26	2	-2	4	-9
41	COc1ccc(CCNc2oc(COc3ccccc3)nc2C#N)cc1	1.6	-6	-16	4	35	7	3	-24	-37
42	CC(=O)c1cccc(NC(=O)NC(C)C2CCCO2)c1 (centres undefined)	-0.4	-4	0	9	-2	8	3	-4	15
43	Cc1ccc(NC(=O)N(Cc2ccco2)Cc2cc3cc(C)cc(C)c3nc2Cl)cc1	0.6	-2	160*	9	3	7	0	-27	-19
44	Cc1cc(Br)ccc1OCCN1CC(C)OC(C)C1 (centres undefined)	1.2	-7	2	8	31	5	0	2	-1
45	Cc1cc(C)cc(Nc2ncc3c(n2)CC(c2ccco2)CC3=O)c1 (centres undefined)	0.5	-39	0	6	-3	6	-2	-9	7
46	O=C(Nc1cnccn1)c1cccc(C(F)(F)F)c1	-1.4	8	-10	-1	-18	0	-2	15	29
47	COc1cccc(NS(=O)(=O)c2ccc3[nH]cc(C(=O)NCCCOC(C)C)c(=O)c3c2)c1	-0.5	12	-28	-9	0	5	-5	9	14
48	N#CC1=C(N)OC2=C(C(=O)CCC2)C1CCc1ccccc1 (centres undefined)	-1.1	-11	-3	-4	21	5	-4	17	-5
49	C=Cc1cccc(NC(=O)COc2ccccc2)c1	0.7	0	-14	4	24	4	-3	-20	4
50	Cc1nn(-c2ccccn2)c(N)c1N=O	0.6	-10	-12	·	11	0	-1	14	15
51	COC(=O)C1=CN(C2CC2)C=C(C(=O)OC)C1c1ccc(C(F)(F)F)cc1	1.9	-4	1	21*	-30	-2	-3	-5	-1
52	COc1ccc(C)cc1NC(=O)c1ccc(NS(=O)(=O)c2cccc3cccnc23)cc1	-1.8	8	-9	·	15	3	8	-57	-72
53	CCCCCCNC(=O)CC(NS(=O)(=O)c1ccc(OC)cc1)C(C)C (centres undefined)	2.2	23	-89	0	-8	0	-1	22	8
54	Cc1ccccc1NC(=O)C1(C)Cc2ccccc2C(=O)O1 (centres undefined)	0.5	2	-7	4	36	-1	-1	-21	3
55	Cn1c(=NC(=O)CCl)sc2ccccc21	-0.2	8	-8	9	·	2	13	14	3
56	O=C(CSc1ccc2c(c1)OCCO2)Nc1ccc2c(c1)OCO2	1.2	-14	-14	10	7	8	4	-6	-11
57	COc1ccc(C2N(c3cc(Cl)ccc3OC)C(=O)C3CCCN32)c(OC)c1 (centres undefined)	-0.5	-19	-7	-4	12	7	3	3	10
58	CCC(CC)NC(=O)Nc1ccc(F)c(Cl)c1	1.4	-10	19	2	12	1	-4	7	9
59	CSc1ccccc1Nc1ncnc(N)n1	0.9	17	-12	·	-3	2	1	-5	-5
60	C=CCn1c(CNC(=O)c2ccco2)nnc1SCC(=O)Nc1cccc(Br)c1	0.7	0	18	1	-10	4	4	2	-12

The list continues:
entry	Molecule	S1P4 ag	S1P4 antagonist	NCF1 inh	NPY-Y1 antag	CHOP inhibitor	BaF3 parental	Ba/F3 V617F tox	NPY-Y1 PAM-ag	NPY2 pot ag
61	O=C1CC(c2ccccc2)c2ccccc21 (centres undefined)	0.5	-9	-1	3	56	5	0	-8	2
62	COc1ccc2c(c1OC)C(=O)N1N=C(c3ccc(O)cc3)CC21 (centres undefined)	-4.2	-6	-1	-2	29	4	10	5	-21
63	CC(=O)NC(Cc1ccccc1)C(=O)OCC(=O)c1ccccc1 (centres undefined)	0.6	2	-6	-3	-2	5	-5	8	6
64	COc1ccccc1-n1nc(C(=O)NCc2ccco2)c2ccccc2c1=O	0.2	-12	1	0	19	5	0	11	11
65	FC(F)Sc1ccc(NC(=S)NC2CCCC2)cc1	1.9	-14	-14	-3	-32	6	-1	17	0
66	Cn1c(CCC(=O)OCC(=O)NCC(F)(F)F)nc(=O)c2ccccc21	0.3	-6	0	0	1	5	1	13	8
67	CCN(CC)CCOC(=O)c1ccc(NC(=O)CNC(=O)c2ccccc2)cc1	-1.8	13	-8	-4	11	1	1	3	-1
68	Cn1c(Cc2ccccc2)nnc1SCC(=O)NC1CCCCC1	-0.3	4	2	2	1	6	-3	4	-3
69	COc1ccc(Cl)cc1NC(=O)CN1CCCCCC1	1.9	4	-4	4	8	14	1	-13	-15
70	O=C1NN(c2cccc(Br)c2)C(=O)/C1=C/c1ccc(-c2cc([N+](=O)[O-])ccc2O)o1	-1.4	-8	-2	·	104*	3	-5	31	-9
71	O=C(NCc1ccccc1)c1cccc(S(=O)(=O)N2CCOCC2)c1	0.4	-4	-5	2	4	4	0	-4	8
72	Cc1cc(C=O)c(C)n1-c1ccc(N2CCOCC2)cc1	4.0	-1	9	-6	32	5	-2	11	-6
73	O=C(NN1CCOCC1)C12CC3CC(CC(C3)C1)C2	-0.8	-7	-10	-4	21	7	-2	-6	0
74	Cc1cccc(NC(=O)c2ccc(C(=O)c3ccccc3)o2)c1	-2.8	-12	-9	7	-41	8	3	-8	-24
75	N#Cc1ccc(CSc2nnc3[nH]c(=O)cc(N)n23)cc1	-1.4	-3	-7	-5	15	0	-2	22	12
76	Cc1ccccc1Nc1cc(=O)oc2ccccc12	0.7	-13	-9	-1	32	7	2	4	-1

Screens deposited in PubChem BioAssay by several laboratories.
